Source: PubChem (several laboratories)
AGP1 TOR yeast: alters AGP1-GFP fluorescence in TOR pathway yeast screen | S. cerevisiae AGP1-GFP multiplex flow cytometry, 3 h; GFP as percent of DMSO wells | GFP response vs DMSO, % at 10 µM | 320,000 tested, 0.02% active;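 active = GFP response relative to DMSO above a set limit, near screen average plus 3 SD, cut at about 150% in these data; inconclusive = fewer than 70 cells counted for the yeast strain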;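 also: median GFP channel fluorescence of the gated AGP1 strain per well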
GASC-1 inh: human JMJD2C demethylase inhibition; Q9H3R0; GST-JMJD2C(1-420) H3K9me3 demethylation, DELFIA europium; inhibition, % at 2.35 µM; 330,000 tested, 0.069% active;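 active = more than half of a compound's replicate wells show inhibition beyond 50%, single wells judged on their own value; inconclusive = some, but no more than half, of replicates pass 50% inhibition; inactive = no replicate passes 50% inhibition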;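 also: signal counts dimethyl H3K9 product captured on neutravidin plate; 0% = median of DMSO wells and 100% = 0.3 times that DMSO median; strong numbers were not always called active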
Target sequence (Q9H3R0 1-420 limits assumed): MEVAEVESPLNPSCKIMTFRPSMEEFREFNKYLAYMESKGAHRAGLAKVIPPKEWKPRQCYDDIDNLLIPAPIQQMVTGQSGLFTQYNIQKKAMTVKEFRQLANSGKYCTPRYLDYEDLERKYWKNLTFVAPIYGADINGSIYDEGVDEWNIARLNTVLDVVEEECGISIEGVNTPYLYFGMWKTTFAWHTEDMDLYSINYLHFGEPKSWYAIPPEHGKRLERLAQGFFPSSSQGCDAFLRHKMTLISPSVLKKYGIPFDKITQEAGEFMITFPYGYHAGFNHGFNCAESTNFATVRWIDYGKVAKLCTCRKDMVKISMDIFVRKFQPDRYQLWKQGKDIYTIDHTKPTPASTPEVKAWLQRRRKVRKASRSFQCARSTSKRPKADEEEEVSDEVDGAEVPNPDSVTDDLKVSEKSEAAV
LAP4 TOR yeast: yeast TOR pathway LAP4-GFP modulation | 320,000 tested, 0.34% active | S. cerevisiae LAP4-GFP multiplex, flow cytometry GFP, 3 h; median GFP as percent of DMSO wells | AID 2023 | GFP response vs DMSO, % at 10 µM;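 active = GFP response vs DMSO above a set limit, about the screen mean plus 3 SD, cut at about 150% in these data; inconclusive = under 70 cell events counted for the yeast strain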
MEP2-GFP yeast: yeast TOR pathway MEP2-GFP modulation. S. cerevisiae MEP2-GFP strain, flow cytometry GFP, 3 h; 100% = DMSO control level. GFP response vs DMSO, % at 10 µM. 330,000 tested, 0.51% active;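 active = GFP response versus DMSO above a set limit, roughly screen mean plus 3 SD, cut at about 180% in these data; inconclusive = fewer than 70 cells counted for a yeast strain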;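 also: median GFP fluorescence of the barcode-gated MEP2-GFP cells per well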
CIT2-GFP yeast: modulators of TOR pathway CIT2-GFP in S. cerevisiae. S. cerevisiae CIT2-GFP strain, flow cytometry, 3 h; 100 means same as DMSO wells. GFP response vs DMSO, % at 10 µM. 320,000 tested, 0.065% active. AID 2029;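 active = GFP response relative to DMSO above a set limit, near the screen mean plus 3 SD, cut at about 150% in these data; inconclusive = Fewer than 70 cells measured for a yeast strain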;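 also: ratio of well median GFP fluorescence to mean of DMSO wells on the plate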
RPL19A-GFP yeast: alters RPL19A-GFP fluorescence in TOR pathway yeast screen. S. cerevisiae RPL19A-GFP strain, flow cytometry, 3 h; hits give low values. percent response vs DMSO, % at 10 µM. 330,000 tested, 0.3% active. AID 2025;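 active = percent response vs DMSO below 50%; inconclusive = fewer than 70 events counted for the yeast strain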;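 also: median channel GFP fluorescence of the barcoded RPL19A-GFP strain; ratio of sample median GFP to plate DMSO average so 100% = DMSO; lower means less RPL19A-GFP as with rapamycin TOR inhibition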
GRK2 inh: blocks RNA aptamer binding to human GRK2; bead flow cytometry, FAM-aptamer displacement from GRK2; inhibition of aptamer binding, % at 10 µM; 330,000 tested, 0.59% active;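 active = inhibition of aptamer binding above 40%, roughly 3 SD of noise, on plates passing a quality check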;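 also: median bead fluorescence of bound FAM aptamer so fluorescent compounds give negative values; no value below 0 was filed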
Target sequence (P25098 whole entry, looked up): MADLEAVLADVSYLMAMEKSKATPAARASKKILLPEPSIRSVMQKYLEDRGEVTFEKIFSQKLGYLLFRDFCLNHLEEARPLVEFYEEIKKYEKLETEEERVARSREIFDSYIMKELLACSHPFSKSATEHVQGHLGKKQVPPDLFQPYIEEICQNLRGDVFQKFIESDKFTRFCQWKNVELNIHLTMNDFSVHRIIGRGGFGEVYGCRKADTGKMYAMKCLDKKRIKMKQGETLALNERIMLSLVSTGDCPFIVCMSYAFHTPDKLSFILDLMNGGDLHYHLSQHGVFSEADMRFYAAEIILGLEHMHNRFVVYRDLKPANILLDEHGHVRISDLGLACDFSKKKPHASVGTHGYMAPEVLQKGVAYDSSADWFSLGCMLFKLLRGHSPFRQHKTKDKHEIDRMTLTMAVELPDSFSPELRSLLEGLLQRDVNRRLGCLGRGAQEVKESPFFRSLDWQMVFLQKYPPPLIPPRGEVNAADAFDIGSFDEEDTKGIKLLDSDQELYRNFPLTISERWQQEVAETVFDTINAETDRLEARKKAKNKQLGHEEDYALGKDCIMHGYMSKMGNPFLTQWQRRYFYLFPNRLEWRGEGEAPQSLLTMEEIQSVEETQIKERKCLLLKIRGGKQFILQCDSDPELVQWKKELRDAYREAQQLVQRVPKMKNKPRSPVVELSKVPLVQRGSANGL
VLA-4 inh: inhibition in a human VLA-4 binding assay. P13612. VLA-4 expressing cells, ligand binding flow cytometry. inhibition, % (about 7 µM as worked out from the volumes in the protocol). 330,000 tested, 0.2% active. AID 2557; in the data active = inhibition above about 50%
* marks the source's active call; other numbers are inactive results; i = inactive; ? = inconclusive; nt = no result given; & = joins results of further samples.

The first 6 entries, ahead of the listing:
#	Compound	CIT2-GFP yeast	GRK2 inh	VLA-4 inh	RPL19A-GFP yeast
1	O=C(CNC(=O)c1ccc(Br)cc1)NCC(=O)OCc1ccc(Cl)cc1	106	0	5	113
2	OCC1(CC2CCCCO2)CCN(Cc2ccccc2-c2ccco2)CC1 (stereo not drawn)	91	1	-4	90
3	Cc1ccc2c(CC(=O)OCc3csc(C)n3)coc2c1	89	0	-1	100
4	COCCCNC(=O)c1ccccc1-c1cc(C)no1	98	2	8	103
5	Cc1ccc(-n2nnnc2CNC(=O)c2ccc(Br)o2)cc1C	96	1	-1	89
6	O=C(O)CCCN1C(=O)C2C3C=CC(C2C1=O)C1C(=O)N(CCCC(=O)O)C(=O)C31 (stereo not drawn)	102	1	3	99

#	MEP2-GFP yeast	AGP1 TOR yeast	LAP4 TOR yeast	GASC-1 inh
1	107	108	99	-1
2	96	93	94	-29
3	96	94	103	5
4	101	102	101	2
5	86	90	84	13
6	106	103	93	2

The list itself, previewed entries included:
#	Compound	CIT2-GFP yeast	GRK2 inh	VLA-4 inh	RPL19A-GFP yeast
1	O=C(CNC(=O)c1ccc(Br)cc1)NCC(=O)OCc1ccc(Cl)cc1	106	0	5	113
2	OCC1(CC2CCCCO2)CCN(Cc2ccccc2-c2ccco2)CC1 (stereo not drawn)	91	1	-4	90
3	Cc1ccc2c(CC(=O)OCc3csc(C)n3)coc2c1	89	0	-1	100
4	COCCCNC(=O)c1ccccc1-c1cc(C)no1	98	2	8	103
5	Cc1ccc(-n2nnnc2CNC(=O)c2ccc(Br)o2)cc1C	96	1	-1	89
6	O=C(O)CCCN1C(=O)C2C3C=CC(C2C1=O)C1C(=O)N(CCCC(=O)O)C(=O)C31 (stereo not drawn)	102	1	3	99
7	CCC1=C2CC[C@H]3C(=O)N(CC(=O)OC)C(=O)[C@H]3[C@H]2[C@@]2(C)C(=NCC(=O)OC)OC(=O)N2C1=O	102	2	4	98
8	CSCCCc1cn([C@@H](CO)C(=O)NCCCCCCCCCCC(=O)N2CCNCC2)nn1	85	0	17	88
9	FC(F)(F)c1ccc(N2CCOCC2)c(NC2=NCCCCC2)c1	99	23	-2	103
10	Cc1ccc(NC(=O)COC(=O)CCc2ccccc2)c(Cl)c1	99	3	10	101

#	MEP2-GFP yeast	AGP1 TOR yeast	LAP4 TOR yeast	GASC-1 inh
1	107	108	99	-1
2	96	93	94	-29
3	96	94	103	5
4	101	102	101	2
5	86	90	84	13
6	106	103	93	2
7	103	106	94	-8
8	90	78	115	i
9	103	104	96	-5
10	110	100	89	15

(cont.)
#	Compound	CIT2-GFP yeast	GRK2 inh	VLA-4 inh	RPL19A-GFP yeast
11	COc1ccc(CNS(=O)(=O)NCc2ccc(C)cc2)cc1	106	3	-3	108
12	CC1(C)CC(c2csc(N)n2)CCO1 (stereo not drawn)	83	1	3	92
13	CNC(=O)c1c(Cl)cnn1-c1ccc(F)cc1	nt	1	8	89
14	CN1CC(=O)N(CC(=O)N2N=C(c3ccc(Cl)cc3)CC2c2ccco2)C1=O (stereo not drawn)	109	0	1	100
15	CC(C)(C)c1ccc(C(=O)N/N=C/c2cccc(Cl)c2)cc1	nt	0	-10	103
16	CC(C)Oc1ccc(Cl)cc1Nc1nc(NCCO)nc(N2CCCC2)n1	83	1	3	99
17	CCC(=O)c1ccc(OCC(=O)OCC(=O)N2CCN(c3ccc(OC)cc3)CC2)cc1	89	0	-6	94
18	Cc1cc(=O)c2c(C)ccc(C)c2[nH]1	105	0	2	103
19	CCOCC(=O)Nc1ccc(C)c(Cl)c1	95	1	22	96
20	Cc1occc1C(=O)NC(C)C(C)(C)C (stereo not drawn)	99	0	8	95

#	MEP2-GFP yeast	AGP1 TOR yeast	LAP4 TOR yeast	GASC-1 inh
11	112	105	97	-16
12	88	nt	93	4
13	101	91	86	23
14	96	102	101	-5
15	102	105	103	9
16	91	90	111	-12
17	94	96	99	-9
18	104	101	100	1
19	99	93	99	2
20	96	95	97	-3

Later entries:
#	Compound	CIT2-GFP yeast	GRK2 inh	VLA-4 inh	RPL19A-GFP yeast
21	CN(C)c1ccc(/C=N/NC(=O)c2nnn(-c3nonc3N)c2CN(C)c2ccccc2)cc1	91	0	-5	93
22	COc1ccc(N2CCN(C(=O)c3cn(Cc4ccccc4)nc3-c3cccnc3)CC2)cc1	93	2	2	94
23	COc1ccc(CCNC(=O)C(=O)NCc2cccs2)cc1OC	94	2	13	95
24	CC(C)(C)c1nc(SCC(=O)NC2CCCC2)c2ccccc2n1	106	0	2	100
25	O=C(COC(=O)c1cc(S(=O)(=O)N2CCCC2)ccc1O)Nc1ccc(SC(F)F)cc1	95	0	-33	95
26	O=C(CSc1nnc2c(n1)[nH]c1ccccc12)Nc1ccc(N2CCOCC2)cc1	86	1	5	101
27	C=CCSc1nnc(NC(=O)c2ccc(S(=O)(=O)NCC3CCCO3)cc2)s1 (stereo not drawn)	101	0	0	105
28	CCN1CCN(c2ccc(NC(=O)c3ccc4c(c3)[nH]c(=O)n4Cc3ccc(OC)cc3)cc2)CC1	104	0	18	105
29	CC(=O)C[C@@H](O)CC(=O)[C@@H]1OC(=O)CC/C=C\Cc2ccccc21	102	7	18	100
30	O=C(Nc1ccc2oc(=O)ccc2c1)c1cc([N+](=O)[O-])ccc1N1CCOCC1	89	0	6	94

#	MEP2-GFP yeast	AGP1 TOR yeast	LAP4 TOR yeast	GASC-1 inh
21	96	90	86	-27
22	90	98	92	-6
23	88	94	103	-2
24	101	103	98	-4
25	95	99	107	nt
26	101	99	103	12
27	106	99	101	3&2
28	109	104	97	-1
29	88	101	100	-6
30	95	99	86	10

Next part.
#	Compound	CIT2-GFP yeast	GRK2 inh	VLA-4 inh	RPL19A-GFP yeast
31	COc1ccc2[nH]cc(CCNC(=O)Nc3ccccc3C)c2c1	101	0	3	102
32	COc1cccc(-c2nc(N)nc(SC)c2C#N)c1	109	0	21	97
33	CCOC(=O)Nc1cccc(OCC(=O)Nc2ccccc2OC)c1	96	2	-6	101
34	Cc1cccc2c(=O)c(-c3ccc4c(c3)OCO4)c(NC(=O)c3ccco3)oc12	80	1	11	91
35	O=[N+]([O-])c1ccc(S(=O)(=O)Nc2ccc(S(=O)(=O)N3CCCC3)cc2)cc1	108	0	6	101
36	c1coc(-c2nnc3sc(Cc4cccs4)nn23)c1	98	2	-32	96
37	COc1cccc(OC)c1OCCCCN1CCCC1	92	0	-9	96
38	CCOC(=O)CSc1ccc(C(=O)N2CCN(C)CC2)cc1[N+](=O)[O-]	94	5	9	95
39	Cc1ccc(/C=C/C(=O)N2CCN(S(=O)(=O)c3ccc(C)c(C)c3)CC2)o1	94	1	0	104
40	N#C/C(=C(\O)C(F)(F)F)c1nnc2n1CCCCC2	117	1	10	103

#	MEP2-GFP yeast	AGP1 TOR yeast	LAP4 TOR yeast	GASC-1 inh
31	108	102	102	0
32	113	100	87	-29
33	107	99	106	-8
34	86	87	90	32
35	109	105	96	1
36	101	97	104	-13
37	103	94	94	-2
38	99	97	95	8
39	100	93	89	20
40	111	118	103	11

(list continues)
#	Compound	CIT2-GFP yeast	GRK2 inh	VLA-4 inh	RPL19A-GFP yeast
41	CN(CC(=O)Nc1ccc(N2CCOCC2)cc1)C(=O)c1ccc(CS(C)(=O)=O)cc1	99	5	18	99
42	COc1ccc(C(=O)N=C2SC3CS(=O)(=O)CC3N2c2ccc(C(C)=O)cc2)cc1 (stereo not drawn)	90	1	0	95
43	Cc1cccc(C(=O)OCC(=O)NN2C(=O)NC3(CCC(C)CC3)C2=O)c1O (stereo not drawn)	101	0	-4	107
44	CCc1ccc(N2CC(C(=O)Nc3nccs3)CC2=O)cc1 (stereo not drawn)	80	3	17	100
45	CCN(CC)C(=O)COc1ccc(-c2ccccc2)cc1	95	3	-1	96
46	N#Cc1ccc(CN2CCN(C(=O)c3ccc(S(=O)(=O)NCc4ccco4)cc3)CC2)cc1	96	0	-3	95
47	COc1ccc(CNC(=O)COC(=O)c2cc(-c3ccc(Cl)s3)nc3ccccc23)cc1	98	0	14	95
48	Cc1ccc2c(C(=O)CN3CCCC3)c(C)[nH]c2c1	103	0	5	101
49	CC1CCN(C(=O)Cn2ncc3c4ccccc4n(C)c3c2=O)CC1	96	0	3	96
50	CCOc1ccc(NC(=O)C(Cc2ccccc2)N2C(=O)c3cccc4cccc(c34)C2=O)cc1 (stereo not drawn)	93	2	4	102

#	MEP2-GFP yeast	AGP1 TOR yeast	LAP4 TOR yeast	GASC-1 inh
41	96	101	96	-4
42	94	95	93	?
43	104	114	109	13
44	89	91	89	5
45	100	95	98	10
46	99	96	95	-2
47	110	79	98	-13
48	104	105	107	-7
49	96	103	106	18
50	100	106	111	22

Values in list order from the entries so far.
Nos. 41–49 in RPL19A-GFP yeast, in turn: 99, 95, 107, 100, 96, 95, 95, 101, 96
Nos. 41–49 in VLA-4 inh, in turn: 18, 0, -4, 17, -1, -3, 14, 5, 3
Nos. 41–49 in AGP1 TOR yeast, in turn: 101, 95, 114, 91, 95, 96, 79, 105, 103

Continued:
#	Compound	CIT2-GFP yeast	GRK2 inh	VLA-4 inh	RPL19A-GFP yeast
51	CN(c1ccc([N+](=O)[O-])cc1/C=N/NC(=O)COc1ccccc1)C1CCCCC1	103	3	-5	102
52	O=C(CSc1nnc(-c2ccccc2)o1)NC1CCCCC1	102	0	4	97
53	[O-]/C(=C(\C(=S)Nc1cccc2ccccc12)[n+]1ccccc1)c1ccc2c(c1)OCCO2	95	6	-11	95
54	Cc1cccc(C)c1NC(=O)CN1CCNCC1	102	2	7	102
55	O=C(COC(=O)c1c(Cl)cccc1Cl)Nc1ccccc1Br	92	0	5	100
56	C/C(=N\Nc1ccc(Cl)c(C(=O)O)c1)c1ccc[nH]1	97	2	8	98
57	O=C(O)CN1C(=O)/C(=C\c2cn(-c3ccccc3)nc2-c2ccccc2)SC1=S	112	5	4	103
58	Cc1ccc(-n2ncc3c(=O)[nH]c(SCC(=O)N4CCN(c5ccccc5)CC4)nc32)cc1	100	0	8	102
59	O=c1cc(C(F)(F)F)nc(-c2cccnc2)[nH]1	103	0	-1	105
60	CCOc1ccc2nc(C)cc(Nc3cccc([N+](=O)[O-])c3)c2c1	89	0	0	101

#	MEP2-GFP yeast	AGP1 TOR yeast	LAP4 TOR yeast	GASC-1 inh
51	100	98	87	-1
52	94	101	101	7
53	94	99	90	0
54	99	109	102	0
55	96	93	94	-3
56	102	99	97	5
57	110	104	97	115
58	107	104	102	58
59	101	105	93	-3
60	84	95	85	0

(continued)
#	Compound	CIT2-GFP yeast	GRK2 inh	VLA-4 inh	RPL19A-GFP yeast
61	Cc1ccc(CNC(=O)CSc2ccc(-c3ccccn3)nn2)cc1	102	0	-5	99
62	O=C(NCc1ccc2c(c1)OCO2)c1c(O)nc2sccn2c1=O	77	4	2	95
63	CCOc1cccc(CN2CCN(Cc3ccc(C)o3)C(CCO)C2)c1O (stereo not drawn)	102	0	18	101
64	O=S(=O)(NCC1CCCO1)c1ccccc1F (stereo not drawn)	103	0	-2	106
65	C=CCn1c(SCC(=O)Nc2nnc(C)s2)nnc1-c1cccnc1	93	0	-17	97
66	O=C(Cc1ccccc1)N[C@@H](Cc1ccccc1)c1nc2ccccc2[nH]1	95	1	-9	90
67	COc1ccccc1CNS(=O)(=O)c1ccc2c(c1)N(C(C)=O)CCO2	98	0	26	102
68	Oc1c(CN2CCCC(C(F)(F)F)C2)cc(Cl)c2ccccc12 (stereo not drawn)	109	1	-5	103

#	MEP2-GFP yeast	AGP1 TOR yeast	LAP4 TOR yeast	GASC-1 inh
61	101	105	108	-3
62	90	91	123	-6
63	104	102	99	-10
64	112	106	117	-16
65	96	100	96	0
66	91	92	87	-12
67	104	101	98	-2
68	104	105	103	2
